Screens (PubChem)
TR SRC2 fluor cs: Total Fluorescence Counterscreen for Inhibitors of the Interaction of Thyroid Hormone Receptor and Steroid Receptor Coregulator 2; TRb/SRC2 Texas Red total fluorescence interference; 280,000 tested, 0.29% active; Potency, µM (doses to about 106 µM), for inactives: at the highest dose fluorescence change, negative = quenching; active = well fitted curve in either direction with a large enough effect; inconclusive = small, poorly fitted or top-dose-only effect; note: % is set by controls: 0 for no effect and ±100 for the full control effect
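Human TRβ ligand-binding domain (0.6 uM) and Texas Red SRC2 peptide (20 nM) in Tris buffer with 1 uM T3 and 5% DMSO were incubated with pinned compound for 5 hr at ambient temperature. Total fluorescence was computed as S + 2P (555/632 nm).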
LMNA splice mod: qHTS Assay for Modulators of Lamin A Splicing; HeLa LMNA splicing GFP/RFP minigene ratio, 48 h; Potency, µM (doses to about 46.1 µM), for inactives: at the top dose ratio change, negative = inhibition, hits mostly inhibitors; 200,000 tested, 0.01% active; AID 1487, 2009; active = well fitted inhibition curve with a large enough effect in the signal ratio, with a control signal flat, not every such curve was filed as active; inconclusive = small, poorly fitted or top-dose-only effect, or effect the other way, or a change in a side signal; the % refers to the signal ratio; note: % is set by controls: 0 for no effect and ±100 for the full control effect
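S3 HeLa stable clones carrying a lamin A-EGFP splicing minigene plus DsRed2 were seeded at 600 cells/well in Opti-MEM with 2% FBS, pin-dosed and incubated 48 h at 37°C. Acumen cytometry (488 nm) gave the GFP/RFP total-intensity ratio.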
RECQ1 helicase: qHTS Assay for Inhibitors of RecQ-Like Dna Helicase 1 (RECQ1); ATP-dependent DNA helicase Q1 (Homo sapiens), P46063; RECQ1 DNA unwinding, red fluorescence kinetic read; Potency, µM (highest dose often 57.3 µM), for the others: at the highest dose activity, negative = inhibition, usual class: inhibitors; 240,000 tested, 0.54% active; AID 2549, 2010;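 note: plate controls were vehicle for no effect and no enzyme for full effect; nearly all actives have a fitted effect of over 30% in size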
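RECQ1T1 50 nM; forked duplex (20 bp + 30-nt ss tails) 200 nM, ATP 2 mM final; pH 8.0, 2 mM MgCl2, 2.5 ug/ml poly(dI-dC); 15 min compound preincubation; discontinuous kinetic read over 2 h at RT.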
SMN2 splice enh: qHTS Assay for Enhancers of SMN2 Splice Variant Expression. HEK293 SMN2-luciferase splicing reporter, luminescence, 30-36 h. Potency, µM (doses to about 46.1 µM), without a hit: at the top dose activity change, positive = activation, actives largely listed as activators. 210,000 tested, 2.8% active. AID 1458, 2008; note: % of control where 0% means no effect; nearly all actives have a fitted effect of over 55% in size
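qHTS luciferase splicing reporter: luminescence rises when SMN2 exon 7 is included in transfected HEK293 cells. Compound exposure lasted 30-36 h at 37C, with 4.5 mM final sodium butyrate as control, followed by a ONE-Glo read.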
GoLoco inh red: qHTS Assay for Inhibitors of RGS12 GoLoco Motif Activity (Red Fluorophore); Guanine nucleotide-binding protein G(i) subunit alpha-1 (Homo sapiens), P63096; Gai1:RGS12 GoLoco peptide FP, rhodamine, 10 min; Potency, µM (doses to about 61.6 µM), inactives show at the top dose activity, negative = inhibition, most hits filed as inhibitors; 230,000 tested, 0.44% active; active = well fitted inhibition curve with a large enough effect, not every such curve was filed as active; inactive = no such curve, though single readings can be large or run the other way; note: % is set by controls: 0 for no effect and ±100 for the full control effect; nearly all actives have a fitted effect of over 30% in size; many of its hits are not listed in these tables
TRb SRC2 PPI: qHTS for Inhibitors of the Interaction of Thyroid Hormone Receptor and Steroid Receptor Coregulator 2. 280,000 tested, 0.065% active. TRbeta-SRC2 peptide binding, fluorescence polarization; receptor liganded with 1 µM T3. AID 1469, 2008. Potency, µM (highest dose often 106 µM), without a hit: top-dose activity change, negative = inhibition, usual class: inhibitors;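 note: plate controls were bound peptide for no effect and peptide without receptor for full effect; nearly all actives have a fitted effect of over 50% in size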
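Binding of a 20-amino-acid Texas Red SRC2 peptide (20 nM) to TRb ligand-binding domain (0.6 uM) with agonist T3 at 1 uM was followed by fluorescence polarization after a 5 hr room-temperature incubation.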
ALDH1A1 block: qHTS Assay for Inhibitors of Aldehyde Dehydrogenase 1 (ALDH1A1); 220,000 tested, 7.3% active; Purified ALDH1A1, NADH fluorescence, propionaldehyde substrate; Potency, µM (series often up to 75.3 µM), for the others: at the highest dose activity, negative = inhibition, actives largely listed as inhibitors; active = well fitted inhibition curve with a large enough effect, not every such curve was filed as active; inconclusive = small, poorly fitted or top-dose-only effect, or another doubt; inactive = no such curve, though single readings can be large or run the other way;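 note: plate controls were no enzyme wells and a reference inhibitor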
Target sequence (P00352 whole entry, looked up): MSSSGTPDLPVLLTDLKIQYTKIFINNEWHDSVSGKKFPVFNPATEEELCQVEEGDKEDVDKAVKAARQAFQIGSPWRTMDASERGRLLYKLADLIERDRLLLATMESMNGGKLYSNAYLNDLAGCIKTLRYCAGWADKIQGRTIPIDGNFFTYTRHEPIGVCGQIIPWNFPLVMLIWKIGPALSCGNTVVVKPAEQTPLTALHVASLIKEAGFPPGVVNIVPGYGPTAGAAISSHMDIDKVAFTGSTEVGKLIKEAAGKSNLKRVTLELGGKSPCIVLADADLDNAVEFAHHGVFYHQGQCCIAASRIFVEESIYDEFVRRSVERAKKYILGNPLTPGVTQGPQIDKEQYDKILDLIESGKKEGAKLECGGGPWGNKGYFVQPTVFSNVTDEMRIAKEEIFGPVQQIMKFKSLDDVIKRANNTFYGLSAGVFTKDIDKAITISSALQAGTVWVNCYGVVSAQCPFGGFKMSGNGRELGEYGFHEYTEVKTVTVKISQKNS
JMJD2E inh: qHTS Assay for Inhibitors of Human Jumonji Domain Containing 2E (JMJD2E); Potency, µM (doses to about 57.1 µM), inactives show at the top dose activity change, negative = inhibition, hits mostly inhibitors; Lysine-specific demethylase 4E (Homo sapiens), B2RXH2; 230,000 tested, 1.6% active; JMJD2E catalytic domain, FDH-coupled NADH fluorescence (FDH is formaldehyde dehydrogenase); AID 2147, 2009; active = well fitted inhibition curve with a large enough effect, not every such curve was filed as active; inconclusive = small, poorly fitted or top-dose-only effect, or another doubt; inactive = no such curve, though single readings can be large or run the other way;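 note: 0% = wells with enzyme and -100% = buffer wells without enzyme; nearly all actives have a fitted effect of over 50% in size; many of its hits are not listed in these tables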
Target sequence (B2RXH2 1-337 limits assumed): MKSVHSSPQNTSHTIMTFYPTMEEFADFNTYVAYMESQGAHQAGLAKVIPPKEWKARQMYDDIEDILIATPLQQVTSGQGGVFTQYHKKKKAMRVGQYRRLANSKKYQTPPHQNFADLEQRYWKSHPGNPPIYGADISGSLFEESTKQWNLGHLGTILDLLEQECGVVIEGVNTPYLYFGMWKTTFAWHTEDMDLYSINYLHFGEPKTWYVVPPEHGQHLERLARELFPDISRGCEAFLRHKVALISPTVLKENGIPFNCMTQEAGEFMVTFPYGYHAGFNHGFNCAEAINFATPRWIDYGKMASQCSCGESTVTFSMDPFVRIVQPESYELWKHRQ
An asterisk follows results filed as active; i = inactive; ? = inconclusive; . = not tested or not shown; [ ] = dose if it differs, or a comment. Unless noted, calls come from the whole dose curve; as a rule, active = well fitted curve in the direction sought with a large enough effect; inconclusive = small, poorly fitted or top-dose-only effect, or another doubt; inactive = no such curve, though single readings can be large; an effect the other way counts as inactive or inconclusive. Potency is the fitted concentration of half-maximal effect. These rows are one share of the data; the hit share may differ from the screen's.

Preview, 3 compounds:
SMILES	TR SRC2 fluor cs	LMNA splice mod	RECQ1 helicase	SMN2 splice enh	GoLoco inh red	TRb SRC2 PPI	ALDH1A1 block	JMJD2E inh
CC(C)NC(=O)NC(=O)COC(=O)c1ccc(OC(F)(F)F)cc1	-1%	15%	-1%	25%	-3%	-4%	7%	2%
CN(C)c1ccc(CN2CCCCC2)cc1	0%	-1%	-6%	-13%	-15%	-7%	-9%	7%
O=c1[nH]n(-c2cccc3cccnc23)c(=O)c2ccccc12	-3%	1%	-15%	-7%	-2%	3%	1%	-5%

Main list, from the first entry:
SMILES	TR SRC2 fluor cs	LMNA splice mod	RECQ1 helicase	SMN2 splice enh	GoLoco inh red	TRb SRC2 PPI	ALDH1A1 block	JMJD2E inh
CC(C)NC(=O)NC(=O)COC(=O)c1ccc(OC(F)(F)F)cc1	-1%	15%	-1%	25%	-3%	-4%	7%	2%
CN(C)c1ccc(CN2CCCCC2)cc1	0%	-1%	-6%	-13%	-15%	-7%	-9%	7%
O=c1[nH]n(-c2cccc3cccnc23)c(=O)c2ccccc12	-3%	1%	-15%	-7%	-2%	3%	1%	-5%
CCN(CCn1cccn1)Cc1nc(Cc2cccc(F)c2)no1	-2%	.	-1%	.	8%	-1%	2%	1%
Cc1ccc(CO/N=C\Cc2snc(Sc3ncc(C(F)(F)F)cc3Cl)c2C#N)cc1	5%	6%	6%	5%	158%[activator]	7%	?	-5%
O=C1C2C(C(=O)N1/N=C/c1cc([N+](=O)[O-])ccc1O)C1C=CC2C12CC2 (stereo not drawn)	-8%	2%	-1%	1%	8%	-4%	?	-1%
Cc1ccc(CNc2nc(N)c([N+](=O)[O-])c(NCCO)n2)cc1	-3%	.	-10%	.	0%	-5%	.	4%
Cc1cc(C)c2cc(CN(CC3CCCO3)C(=S)NCc3ccco3)c(=O)[nH]c2c1 (stereo not drawn)	-1%	?	i	-9%	12%	0%	16µM*	-17%
CC(C)C(O)(C(=O)NNc1ccccc1)C(C)C	-1%	.	-3%	.	-5%	-3%	.	11%
COC(=O)CNC(c1ccccc1Cl)c1cc(Br)ccc1NC(=O)CCN1CCOCC1 (stereo not drawn)	-2%	?	-14%	-1%	9%	-6%	-11%	4%
CCCn1c(N)c(N(CCOC)C(=O)/C=C/c2ccc(C(=O)OC)cc2)c(=O)[nH]c1=O	-2%	-12%[46 µM]	21%	4%	-4%	-1%	?	-15%
COc1ccc(-c2[nH]ncc2CN(CCO)Cc2cccs2)c(F)c1	1%	6%[46 µM]	-12%	.	-6%	-2%	?	2%
COCCn1cnc2c1c(=O)n(CC(=O)OCC(=O)NCCCc1ccccc1)c(=O)n2Cc1ccccc1	-1%	6%	-8%	.	6%	3%	?	0%
CC1(C)CC(=O)C(C=Nc2ccc(Cl)cn2)=C(O)C1	1%	0%	-15%	-12%	14%	0%	-1%	-11%
CC(=O)Nc1ccc(/C=N/NC(=O)CNC(=O)c2ccccc2)cc1	0%	12%[46 µM]	i	-3%	-20%	0%	0%	-9%
O=C(CSc1nc2[nH]ncc2c(=O)[nH]1)NCc1ccccc1Cl	1%	18%	9%	5%	9%	-10%	-1%	10%
CC1(C)Cc2c(C#N)c(OCC(=O)c3ccccc3)nc(-c3ccoc3)c2CO1	1%	15%	-14%	-10%	12%	3%	0.28µM*	3%
O=C(c1ccc2c(c1)OCO2)C1CCCN(Cc2cn[nH]c2-c2ccccc2)C1 (stereo not drawn)	-5%	.	0%	.	2%	-4%	-6%	?
CCOC(=O)Cc1csc(N/C(=N/S(=O)(=O)c2ccc(Cl)cc2)c2ccccc2)n1	-2%	0%	-1%	?	3%	5%	-1%	3%
COc1ccccc1N(CC(=O)NCc1ccccc1)C(=O)CCC(=O)Nc1ccccn1	-4%	-8%	-2%	-10%	4%	0%	-8%	-3%
COc1ccc(CC(=O)OCC(=O)Nc2ccc(Br)cc2)cc1	-2%	-4%[46 µM]	i	13%	3%	3%	7%	0%
C=CCNC(=O)CC(=O)N/N=C/c1ccc(F)cc1	-7%	-11%	-3%	-5%	-1%	-4%	15%	-1%
CC(NS(=O)(=O)c1ccc(F)cc1)C(=O)NCc1ccncc1 (stereo not drawn)	-1%	6%	-19%	8%	2%	-12%	1%	-5%
Clc1ccc(-c2noc(CCCOc3ccccc3)n2)cc1	0%	-7%	-2%	-27%	1%	-6%	10%	-3%
O=C(CN1C(=O)c2ccccc2C1=O)Nc1ccc(S(=O)(=O)NCC2CCCO2)cc1 (stereo not drawn)	0%	-14%	-15%	4%	-4%	-8%	-6%	0%
CCOC(=O)c1ccc(NC(=O)N2CCN(S(C)(=O)=O)CC2)cc1	1%	-1%	6%	-1%	0%	6%	-1%	1%
CN1C(=S)SC2CS(=O)(=O)CC21C (stereo not drawn)	0%	.	-13%	.	7%	-1%	.	6%
Cc1cc(NS(=O)(=O)c2ccc(NC(=O)CCCOc3ccccc3)cc2)no1	2%	5%	-1%	-9%	-6%	-1%	-2%	-1%
CCOc1cc(/C=C2\SC(=O)N=C2N)ccc1O	-6%	?	-18%	?	-11%	0%	?	1%
COc1ccc(C(=O)Nc2nc3ccc4nc(C)sc4c3s2)cc1	0%	-14%	-11%	-6%	4%	-4%	6%	?

Profiles, quoted from the list.
Entry for `CN1C(=S)SC2CS(=O)(=O)CC21C` (stereo not drawn) = TR SRC2 fluor cs = 0%; LMNA splice mod = .; RECQ1 helicase = -13%; SMN2 splice enh = .; GoLoco inh red = 7%; TRb SRC2 PPI = -1%; ALDH1A1 block = .; JMJD2E inh = 6%
Entry for `O=C(c1ccc2c(c1)OCO2)C1CCCN(Cc2cn[nH]c2-c2ccccc2)C1` (stereo not drawn) = TR SRC2 fluor cs = -5%; LMNA splice mod = .; RECQ1 helicase = 0%; SMN2 splice enh = .; GoLoco inh red = 2%; TRb SRC2 PPI = -4%; ALDH1A1 block = -6%; JMJD2E inh = ?
Entry for `O=C(CSc1nc2[nH]ncc2c(=O)[nH]1)NCc1ccccc1Cl` = TR SRC2 fluor cs = 1%; LMNA splice mod = 18%; RECQ1 helicase = 9%; SMN2 splice enh = 5%; GoLoco inh red = 9%; TRb SRC2 PPI = -10%; ALDH1A1 block = -1%; JMJD2E inh = 10%

New compounds follow.
SMILES	TR SRC2 fluor cs	LMNA splice mod	RECQ1 helicase	SMN2 splice enh	GoLoco inh red	TRb SRC2 PPI	ALDH1A1 block	JMJD2E inh
Cc1cccc(N(CC(=O)N/N=C/c2ccc(OCC(=O)NCc3ccco3)cc2)S(C)(=O)=O)c1C	-1%	7%	-4%	-14%	3%	-4%	-13%	9%
O=C(c1cccc(S(=O)(=O)N2CCCCCC2)c1)N1CCN(c2ccccc2)CC1	-2%	0%[46 µM]	-16%	-39%[inhibitor]	14%	4%	2%	-7%
Cc1cccc(-c2noc(CCC(=O)Nc3ccccc3)n2)c1	1%	14%	-16%	-6%	-18%	-11%	1%	8%
CC1=NOC(=O)/C1=C/c1ccc(N(C)C)cc1	-1%	-3%	-4%	.	.	0%	0%	1%
CC(C)CC(CO)N1CCN(C(=O)c2ccc(Cl)cc2Cl)CCC1=O (stereo not drawn)	1%	4%	-3%	-12%	3%	3%	5%	-2%
CCN(CC)C(=O)CSc1nnc(-c2ccc(S(=O)(=O)NCc3ccccc3Cl)cc2)o1	2%	0%	10%	-9%	2%	4%	8%	?
COc1ccccc1NC(=O)c1ccc2snnc2c1	-1%	5%[46 µM]	i	14%	14%	-5%	-5%	1%
O=P(O)(O)c1ccccc1OCCOCCOc1ccccc1P(=O)(O)O	1%	0%	4%	-3%	6%	-21%	?	-20%
C/C=C/C=C/[C@H]1Cc2cc(O)cc(O)c2O1	-2%	.	?	.	3%	-3%	.	?
Cc1nc(-c2cnn(-c3ccccc3)c2)c2cc(C)oc2n1	0%	-2%	10%	?	8%	-13%	?	?
Clc1ccc(OCc2nc(-c3ccncc3)no2)c(Cl)c1	2%	?	0%	16µM*	-6%	9%	10%	15%
COc1ccc(C2NCCc3c2[nH]c2ccccc32)cc1CSc1nc2ccccc2s1 (stereo not drawn)	-6%	?	0%	-51%[inhibitor]	5%	-8%	?	-3%
COc1ccccc1-n1cnnc1SCC(=O)Nc1cc(C)on1	-4%	.	16%	9%	10%	5%	5µM*	12%
O=C(O)CNC(=S)N(Cc1ccccc1)Cc1cccs1	1%	.	i	6%	6%	-3%	-1%	8%
CCOc1ccc(C2C(C#N)=C(N)Oc3nc[nH]c(=O)c32)cc1 (stereo not drawn)	-2%	.	-12%	1%	17%	3%	5%	5%
CC(C)COc1ccc(C(=O)NC(=S)Nc2ccc(CN3CCOCC3)cc2)cc1	2%	-9%	-9%	-11%	-2%	5%	-14%	9%
O=c1cc(CO)oc(C(Nc2ccccn2)c2ccccc2Cl)c1O (stereo not drawn)	-1%	.	-6%	-43%[inhibitor]	12%	3%	5µM*	?
CC1CN(C(=O)CN2C(=O)NC3(CCCCCC3)C2=O)CC(C)O1 (stereo not drawn)	-5%	9%	1%	-12%	12%	-3%	10%	7%
